# E coli Lon inh: inhibitors of E. coli Lon protease, primary screen, biochemical, fluorescence polarization. purified E. coli Lon protease. inhibition, % at 7.94 µM. P0A9M0. 360,000 tested, 0.42% active; in the data active = inhibition above about 13%, passing the limit was not always enough;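 also: 0% = enzyme with probe and DMSO and 100% = no enzyme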
# MsrA act: bovine MsrA enzyme activators, primary screen, biochemical, absorbance, HTS; Methionine sulfoxide reductase A (Bos taurus); purified bovine MsrA, absorbance read-out; activation, % at 10.6 µM; 360,000 tested, 0.3% active; in the data active = activation above about 7.5%;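 also: 0% = vehicle and 100% = reference activator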
# Rin1-Abl PPI inh: inhibitors of Rin1-Abl protein binding, primary screen, biochemical, TR-FRET; inhibition, % at 7.35 µM; 360,000 tested, 0.4% active; Tyrosine-protein kinase ABL1 (Homo sapiens) + Ras and Rab interactor 1 (Homo sapiens), …; AID 588664, 2011; in the data active = inhibition above about 5%, passing the limit was not always enough
# MsrA inh: bovine MsrA enzyme inhibitors, primary screen, biochemical, absorbance, HTS. Methionine sulfoxide reductase A (Bos taurus). purified bovine MsrA, absorbance read-out. inhibition, % at 15.5 µM. 360,000 tested, 0.75% active. AID 651718, 2012; in the data active = inhibition above about 4.5%;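 also: 0% = vehicle wells with enzyme and 100% = reference inhibitor wells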
# FAS TE block: FAS thioesterase domain inhibitors, primary screen, biochemical, fluorescence intensity, uHTS; Fatty acid synthase (Homo sapiens), P49327; recombinant FAS-TE, OMFH fluorogenic substrate, fluorescence endpoint; inhibition, % at 15 µM; 360,000 tested, 0.67% active; AID 602261, 2012;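 active = compounds whose normalised, plate-corrected inhibition of enzyme fluorescence in the single-dose primary screen is 50% or more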;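 also: 0% = DMSO with enzyme and 100% = substrate without enzyme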
# CSN inh: inhibitors of CSN-mediated cullin deneddylation, primary screen, biochemical, fluorescence polarization, uHTS | inhibition, % at 12.5 µM | Purified CSN, SCF-Nedd8-OG deneddylation | 360,000 tested, 0.38% active | AID 651999, 2013 | COP9 signalosome complex subunit 5 (Homo sapiens), Q92905;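 active = pattern-corrected inhibition above about 35%, with an unprinted fluorescence ratio check between 0.5 and 1.5, limit read from the data, passing the limit was not always enough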;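 also: 0% = enzyme with substrate and 100% = substrate without enzyme; some results filed as inactive read as strong as hits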
# Target sequence (Q92905 whole entry, looked up, one chain of several): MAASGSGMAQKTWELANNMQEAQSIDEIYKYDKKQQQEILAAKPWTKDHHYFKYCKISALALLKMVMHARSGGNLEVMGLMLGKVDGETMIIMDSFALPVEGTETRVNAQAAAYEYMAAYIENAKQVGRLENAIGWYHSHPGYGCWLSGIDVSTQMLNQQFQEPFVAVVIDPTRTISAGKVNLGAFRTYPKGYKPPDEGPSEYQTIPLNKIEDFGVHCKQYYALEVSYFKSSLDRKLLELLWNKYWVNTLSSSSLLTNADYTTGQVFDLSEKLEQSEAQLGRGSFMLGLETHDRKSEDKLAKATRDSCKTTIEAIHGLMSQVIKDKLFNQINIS
#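 Assay system: HEK293T-derived human Csn5 enzyme; quantity: 0.24 nM enzyme; medium: Tris/NaCl/DTT buffer, pH 7.5; also added: substrate SCFSkp2-Nedd8OG, 10 nM; doses: 12.5 µM compound; schedule: 90 min reaction at room temperature; signal: FP; read-out: % inhibition of substrate cleavage by Csn5; benchmarks: substrate-only high control, full reaction low control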
# MLLE-PAM2 inh: inhibitors of PABP1 MLLE–PAM2 peptide binding, primary screen, biochemical, fluorescence polarization, FITC-PAM2, GST-MLLE | Polyadenylate-binding protein 1 (Homo sapiens), P11940 | inhibition, % at 20 µM | 360,000 tested, 0.36% active | AID 588489, 2011; in the data active = inhibition above about 35%, passing the limit was not always enough;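 also: plate controls were DMSO wells with GST-MLLE for no effect and wells lacking GST-MLLE protein for full effect; some results filed as inactive read as strong as hits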
# TbMetRS inhib: T. brucei MetRS inhibitors, primary screen, biochemical, luminescence; methionyl-tRNA synthetase (Trypanosoma brucei brucei); purified T. brucei MetRS, ATP depletion, Kinase-Glo luminescence; inhibition, % at 11.9 µM; 360,000 tested, 0.4% active; AID 624268, 2012;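 active = inhibition above a per-plate cutoff of the control wells' mean inhibition plus 3 SD, cut at about 5.5% in these data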;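 also: 0% = DMSO wells median and 100% = median of wells with control inhibitor compound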
#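 Assay system: T. brucei methionyl-tRNA synthetase, purified | Medium: HEPES buffer with MgCl2, KCl, DTT, spermine, BSA, pyrophosphatase | Compound: 11.9 µM single point | Incubation: 15 min enzyme-compound preincubation, 2 h reaction, 10 min detection, 25 °C | Measured by: Kinase-Glo luciferase luminescence reporting remaining unconsumed ATP | Measure: % inhibition normalized to control-well medians | Replication: Singlicate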
# Neddylation inh: inhibitors of cullin neddylation, primary screen, biochemical, TR-FRET, uHTS, NAE and Ubc12. NEDD8-conjugating enzyme Ubc12 (Homo sapiens) + NEDD8-activating enzyme E1 regulatory …. calls only at 25 µM. 360,000 tested, 0.58% active; in the data active = inhibition above about 36%
# Target sequence (P61081 whole entry, looked up): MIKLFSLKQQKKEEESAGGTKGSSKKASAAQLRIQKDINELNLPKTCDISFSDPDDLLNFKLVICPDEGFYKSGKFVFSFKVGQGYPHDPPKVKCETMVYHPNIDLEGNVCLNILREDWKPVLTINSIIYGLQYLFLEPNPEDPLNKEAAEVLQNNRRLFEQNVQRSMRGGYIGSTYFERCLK
# Target sequence (Q13564 whole entry, looked up): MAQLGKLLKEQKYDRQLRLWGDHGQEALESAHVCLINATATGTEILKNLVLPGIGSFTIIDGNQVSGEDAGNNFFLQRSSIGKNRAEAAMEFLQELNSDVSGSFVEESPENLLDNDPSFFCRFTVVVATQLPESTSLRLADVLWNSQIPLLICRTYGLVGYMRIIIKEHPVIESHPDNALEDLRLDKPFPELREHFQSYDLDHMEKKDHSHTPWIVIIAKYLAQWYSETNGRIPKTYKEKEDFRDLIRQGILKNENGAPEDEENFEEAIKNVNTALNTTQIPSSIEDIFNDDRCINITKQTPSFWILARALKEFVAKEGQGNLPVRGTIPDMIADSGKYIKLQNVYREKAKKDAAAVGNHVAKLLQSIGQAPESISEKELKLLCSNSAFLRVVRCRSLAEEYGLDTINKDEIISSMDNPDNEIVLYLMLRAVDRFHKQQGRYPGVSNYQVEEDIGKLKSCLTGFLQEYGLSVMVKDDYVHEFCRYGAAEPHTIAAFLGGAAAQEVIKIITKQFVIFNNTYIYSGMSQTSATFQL
# * hit, by the source's call; i = inactive; . = not tested or not shown.
SMILES,E coli Lon inh,MsrA act,Rin1-Abl PPI inh,MsrA inh,FAS TE block,CSN inh,MLLE-PAM2 inh,TbMetRS inhib,Neddylation inh
O=C(NCC(=O)N1CCN(S(=O)(=O)c2ccccc2)CC1)c1ccc2ccccc2c1,-13,-8,-1,-0.8,-3,2,2,-0.5,i
CC(=O)Nc1cc(C(=O)OCc2cccc([N+](=O)[O-])c2)ccc1C,-10,-3,-2,0.4,1,-9,-2,-0.3,i
O=C(NNC(=O)c1cccc(S(=O)(=O)Nc2ccccc2F)c1)c1ccncc1,4,-1,4,0.6,-3,0,4,-0.4,i
O=C(Nc1ccc(Cc2ccncc2)cc1)c1ccc(S(=O)(=O)N2CCOCC2)cc1,-5,-7,-1,-0.4,-9,1,-15,-0.1,i
CN(CC(=O)NC1CCCCCC1)S(=O)(=O)c1ccc(Br)cc1,-4,-11,1,1.1,-4,5,10,-0.5,i
COc1ccc(-c2ocnc2C(=O)Nc2ccc3c(c2)CCC3)cc1,11,-6,-1,-0.4,8,0,-4,-1.1,i
Cc1c(O)c(C)c2c(c1O)C(=O)C[C@@H](c1ccccc1)O2,6,-4,2,2.5,-2,-4,1,1.2,i
CCC(C)NC(=O)c1ccccc1NC(=O)c1ccc(CSc2ccc(C)cc2)cc1 (stereo not drawn),-6,-7,2,.,17,2,5,-0.7,i
CCOc1ccc(S(=O)(=O)N2CCCCC2)cc1NC(=O)CN1C(=O)NC(C)(c2ccc(C)cc2)C1=O (stereo not drawn),-2,0,-5,.,33,0,-44,-0.6,i
CCNc1nc(NCC)nc(SCCOC(=O)Nc2ccccc2)n1,11,-1,-4,-0.1,2,1,-8,-0.6,i
CC(C)(C)c1ccc(C(=O)NNC(=O)CCC(=O)Nc2ccccc2)cc1,-1,-1,1,0.4,1,-1,-8,-0.2,i
O=C(c1cc(-c2ccccc2Cl)on1)N1CCN(C(=O)c2ccco2)CC1,-9,-10,0,2.6,-8,2,6,-2.5,i
COc1ccc(/C=C\C(=O)O[C@@H]2C(O)C(O[C@@H]3OC(C)[C@H](O[C@@H]4OCC(O[C@H]5O[C@H](CO)[C@@H](O)C(O)C5O)C(O)C4O)C(O)C3O)[C@H](OC(=O)[C@]34CCC(C)(C)C[C@@H]3C3=CCC5[C@@]6(C)CC(O)C(O[C@@H]7OC(CO)C(O)[C@H](O)[C@H]7O)[C@@](C)(C(=O)O)C6CC[C@@]5(C)[C@]3(CO)CC4)O[C@H]2C)cc1 (stereo partly drawn),-9,0,3,.,13,-2,4,-0.4,i
CCC(C(=O)NCc1ccccc1)n1c(Cc2cc(F)cc(F)c2)nc2ccccc21 (stereo not drawn),.,.,.,-0.4,.,1,.,-0.3,i
Cc1ccc(NC(=O)c2ccc3c(SCC(=O)O)c4c(nc3c2)CCCC4)c(Br)c1,3,-3,-5,-0.8,4,6,7,0.0,i
CSc1cccc(NC(N)=O)c1,-14,-3,3,-0.9,-6,-3,-16,0.2,i
O=C(Cc1n[nH]c(=O)c2ccccc12)Nc1cccc(S(=O)(=O)N2CCCCCC2)c1,4,-6,6,-0.8,5,-1,-9,-0.5,i
O=C(Nc1ccc(Cl)cn1)C1COc2ccccc2O1 (stereo not drawn),7,0,0,-0.1,5,-2,8,-0.1,i
Cn1ccc2c(-c3cccnc3)cc3c(c21)C1CCC3O1 (stereo not drawn),-4,-13,-2,1.3,-7,4,19,-1.3,i
COc1cccc(-c2nnc(NC(=O)c3ccc(Cl)s3)o2)c1,3,-10,-1,1.5,-14,0,0,-0.9,i

# Retrieved by compound from the list above:
SMILES,E coli Lon inh,MsrA act,Rin1-Abl PPI inh,MsrA inh,FAS TE block,CSN inh,MLLE-PAM2 inh,TbMetRS inhib,Neddylation inh
CSc1cccc(NC(N)=O)c1,-14,-3,3,-0.9,-6,-3,-16,0.2,i
Cn1ccc2c(-c3cccnc3)cc3c(c21)C1CCC3O1 (stereo not drawn),-4,-13,-2,1.3,-7,4,19,-1.3,i

# (list continues)
SMILES,E coli Lon inh,MsrA act,Rin1-Abl PPI inh,MsrA inh,FAS TE block,CSN inh,MLLE-PAM2 inh,TbMetRS inhib,Neddylation inh
O=C(COC(=O)c1cc(Br)ccc1O)NCC1CCCO1 (stereo not drawn),-5,-3,0,0.9,-1,5,2,-0.1,i
CC(Sc1ncnc2sc(-c3ccccc3)cc12)C(=O)NCC1CCCO1 (stereo not drawn),-2,-3,0,1.0,5,4,-8,-0.4,i
O=C(c1ccc2c(c1)OCCO2)C1CCN(S(=O)(=O)c2ccc(F)cc2)CC1,0,-10,-1,1.5,25,-4,-2,-0.8,i
CCCCOc1ccc(C(=O)Nc2ccc(SC(F)F)cc2)cc1OC,-1,-7,3,-1.6,6,3,-1,-1.1,i
COCCNC(=O)[C@@]1(Cc2ccccc2)C=C[C@@H](C)N1C(C)=O,-8,-4,-1,-0.6,-9,2,-7,-0.1,i
CC(C)C1C(=O)N(Cc2cn(CC3CCCCC3)nn2)CCS(=O)(=O)N1Cc1ccc(-c2ccc(F)cc2)cc1 (stereo not drawn),-7,-9,2,0.6,25,2,-5,-0.5,i
COc1ccccc1OCCn1cc(C(=O)c2ccco2)c2ccccc21,-1,3,-3,1.4,26,4,11,-0.6,i
CC1CCN(S(=O)(=O)c2ccc3c(c2)N(CC(=O)N(C)Cc2ccco2)C(=O)CO3)CC1,5,-3,-3,-0.5,1,2,-6,-0.5,i
CCOC(=O)C1CN(S(=O)(=O)c2ccc(OC)cc2)c2cc(S(=O)(=O)CC)ccc2O1 (stereo not drawn),-6,-1,2,-0.7,5,-5,2,-0.3,i
Cc1ccc(C2=NN(S(C)(=O)=O)C(c3ccc4nccnc4c3)C2)cc1 (stereo not drawn),10,-1,-3,-0.4,-15,0,-2,-0.6,i
CCCCn1c(N)c(N(CC(C)C)C(=O)COC(=O)Cc2c(C)nc3ccccc3c2C)c(=O)[nH]c1=O,-3,-1,-2,-0.2,-6,3,-3,0.2,i
Cc1cccc(C)c1OCC(=O)NCc1nnc(SCC(=O)NC2CCCCC2)n1C,-1,-2,-2,-0.1,-8,-7,-28,-0.1,i
Cc1ccc(CSc2ncnc3c2cnn3-c2ccc(C)cc2)cc1,-2,-4,-4,0.0,2,-3,-8,-0.9,i
COc1cc(CC(=O)OCC(=O)Nc2ncc(Cl)cc2Cl)cc(OC)c1OC,-2,-4,3,-0.3,-3,-1,-3,-0.2,i
O=C(Cc1ccccc1)Nc1ccc(NC(=O)c2ccccc2)c(Cl)c1,-6,-2,0,1.6,8,-2,2,-0.8,i
CC(CCc1ccccc1)NC(=O)c1cccnc1 (stereo not drawn),0,6,3,-0.3,-5,-1,7,0.0,i
C[C@@H]1CN([C@H](C)CO)C(=O)CCCn2cc(nn2)CO[C@H]1CN(C)C(=O)C1CCCCC1,-4,-4,6,0.2,-9,-1,14,-0.8,i
Cc1cccc(C)c1NC(=O)CN(C)C(=O)c1cc(S(=O)(=O)N2CCOCC2)ccc1N1CCCC1,6,0,3,0.1,-6,-1,-58,-0.4,i
Cn1cccc1CNC(=S)Nc1ccccc1Cl,-6,-3,1,0.6,-2,3,-2,-0.1,i
CCCn1c(SCC(=O)Nc2nnc(C)s2)nnc1C1CC1,-6,-2,1,-0.8,-7,1,11,0.3,i
COc1cc2cc(C(=O)O)[nH]c2c(OC)c1OC,-7,-2,-4,1.9,-7,0,-6,-0.6,.
COc1cccc(OC)c1C(=O)Nc1c(C(=O)N2CCN(C)CC2)oc2ccccc12,2,-1,-2,0.6,-5,-2,-2,0.4,i
COc1ccc(C2CC(c3cccs3)=NN2C(=O)c2ccco2)cc1OC (stereo not drawn),-10,-3,-6,3.2,1,2,5,0.0,i
Fc1ccc(/C=N/NC(=S)Nc2cccnc2)cc1,12,-2,0,2.6,0,-5,24,-0.5,i
CCOC(=O)N1CCN(C(=O)C(=O)Nc2sc3c(c2C(N)=O)CC(C)(C)OC3)CC1,-5,-1,-1,1.3,-4,-3,6,-0.1,i
Cc1ccc(S(=O)(=O)N(CC(=O)Nc2cccnc2)c2cccc([N+](=O)[O-])c2)cc1,1,-6,2,1.3,18,1,27,-0.2,i
Cc1nc(C(=O)N(C)C)nn1-c1cc(Cl)ccc1Cl,-4,0,-2,-0.6,-9,-2,1,-0.3,i
CCC(C)NC(=O)CSc1nnc(-c2c[nH]c3ccccc23)o1 (stereo not drawn),5,1,-3,0.7,-2,-3,-12,1.0,i
COc1ccc(C/C(C)=N/NC(=S)Nc2ccccc2)cc1,-2,-2,0,0.3,-18,2,32,0.2,i
O=C1C2C(C(=O)N1c1ccc3c(c1)OCO3)C1C=CC2C12CC2 (stereo not drawn),-3,3,5,1.3,-6,1,4,-0.9,i
Clc1ccc(-c2cc(C3CCNCC3)[nH]n2)cc1,-4,-5,5,2.4,-1,-11,-8,0.9,i
O=C(Nc1cccc(S(=O)(=O)N2CCOCC2)c1)C1CCN(S(=O)(=O)c2ccccc2)CC1,-9,-3,0,-0.2,9,0,12,-0.4,i
Cc1nn(-c2ccccc2)c(Cl)c1/C=C1\SC(=S)N(CCCCCC(=O)O)C1=O,-9,-4,-3,1.2,-150,12,-7,-0.5,i
COCCNC(=O)C(C)N(c1ccc(OC)cc1)S(C)(=O)=O (stereo not drawn),3,3,2,0.7,-2,1,1,-0.1,i
COc1ccc(Cl)cc1NC(=O)COC(C)=O,7,-2,-1,0.4,-2,0,-1,-0.6,i
CCCNC(=O)Nc1nc(CC(=O)OCC)cs1,-4,0,1,0.7,7,-4,9,-0.3,i
CCC(=O)c1cn(/C(=C\C(=O)OC(C)(C)C)CCC(OC)OC)cc1CC,-8,-2,5,-0.5,6,-1,-33,0.2,i
COc1ccc(C(=O)NCC(=O)OCC(=O)NC23CC4CC(CC(C4)C2)C3)cc1,-1,0,1,0.2,-1,4,-11,-0.1,i
C[C@H]1CCCCO[C@@H](CN(C)C(=O)NC2CCCCC2)[C@@H](C)CN([C@@H](C)CO)C(=O)c2cc(NC(=O)Cc3ccccc3)ccc2O1,4,-2,1,-0.5,-6,-1,-20,0.4,i
Cc1ccc(-c2nc(C=Nc3ccccc3)c(O)o2)cc1,-2,-5,0,0.9,15,7,-16,-0.5,i
CCOC(=O)/C(=N\Nc1ccccc1Cl)N1CC(C)OC(C)C1 (stereo not drawn),-5,-2,0,-0.1,10,5,10,0.4,i
Cc1cc(C)cc(Cn2cc(CN3CC(N4CCCCC4)CS3(=O)=O)nn2)c1 (stereo not drawn),1,-2,.,-1.2,-12,-3,.,-0.2,i
COc1ccc(CNC(=O)c2coc(=O)c3ccccc23)c(OC)c1,-3,-4,0,1.3,7,-2,1,0.0,i
COc1ccc(Cl)cc1-c1nc(SCC(=O)NCCN2C(=O)CSC2=O)n[nH]1,-5,-7,-4,-1.3,-8,-14,9,-0.8,i
